RGS7-Gao = human RGS7-Galphao interaction regulation; Multiplexed bead flow cytometry, RGS7-Galphao binding; actives lie on both sides; binding response (% of control), % at 10 µM; 220,000 compounds, 0.35% hits; AID 1439; in the data active = binding response below about 49% or above about 150%; inconclusive = no clear call, values can overlap the other calls; inactive = in between;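 also: fluorescent Galphao held in activated GDP-AlF4 state binding bead-coupled RGS7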
Bcl-XL Bim block = disrupts Bim peptide binding to human Bcl-XL; Q07817; bead flow cytometry, fluorescence; inhibition, % at 10 µM; 190,000 compounds, 0.04% hits; AID 1007
ABCG2 inh = blocks JC-1 efflux by human ABCG2 transporter; Q9UNQ0; IgMXP3 cells, flow cytometry; inhibition, % at 6.6 µM; 190,000 compounds, 0.1% hits;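 active = inhibition above 80%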;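 also: 0% = DMSO and 100% = nicardipine control wells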
Target sequence (Q9UNQ0 whole entry, looked up): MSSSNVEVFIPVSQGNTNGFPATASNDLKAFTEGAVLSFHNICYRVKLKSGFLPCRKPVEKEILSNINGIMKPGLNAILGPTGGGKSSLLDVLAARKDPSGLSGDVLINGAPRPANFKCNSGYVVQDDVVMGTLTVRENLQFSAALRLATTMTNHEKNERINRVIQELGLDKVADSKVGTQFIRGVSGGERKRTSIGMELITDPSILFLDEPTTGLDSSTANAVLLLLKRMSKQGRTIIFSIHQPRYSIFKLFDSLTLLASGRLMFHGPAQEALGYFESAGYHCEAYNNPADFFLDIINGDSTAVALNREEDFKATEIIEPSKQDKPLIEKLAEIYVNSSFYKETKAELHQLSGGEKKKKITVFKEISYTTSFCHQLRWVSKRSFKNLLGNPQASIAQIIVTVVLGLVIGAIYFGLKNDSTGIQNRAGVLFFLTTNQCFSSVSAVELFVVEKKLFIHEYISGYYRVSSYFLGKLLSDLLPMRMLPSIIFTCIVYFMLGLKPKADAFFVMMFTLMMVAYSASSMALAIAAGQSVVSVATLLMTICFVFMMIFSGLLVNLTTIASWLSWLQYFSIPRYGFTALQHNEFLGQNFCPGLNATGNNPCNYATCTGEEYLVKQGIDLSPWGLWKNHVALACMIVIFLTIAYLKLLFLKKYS
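Test system: IgMXP3 (ABCG2) plus far-red-tagged CCRF-Adr (ABCB1) cells. Reagent: JC-1 dye as substrate. Timing: 10 min exposure at 25 °C with rotation, no wash. Measured by: flow cytometric JC-1 green MFI at 530 nm. Read-out: percent efflux inhibition, scaled nicardipine 100% to DMSO 0%. Control set: nicardipine and DMSO wells.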
Bcl-W Bim block = inhibitors of Bim-Bcl-W interaction, human; Q92843; bead-based flow cytometry, Bim peptide-Bcl-W binding; inhibition, % at 10 µM; 190,000 compounds, 0.02% hits;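 also: 0% = bound tracer without compound and 100% = peptide blocker; higher means less fluorescent Bim peptide bound to Bcl-W beads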
Target sequence (Q92843 whole entry, looked up): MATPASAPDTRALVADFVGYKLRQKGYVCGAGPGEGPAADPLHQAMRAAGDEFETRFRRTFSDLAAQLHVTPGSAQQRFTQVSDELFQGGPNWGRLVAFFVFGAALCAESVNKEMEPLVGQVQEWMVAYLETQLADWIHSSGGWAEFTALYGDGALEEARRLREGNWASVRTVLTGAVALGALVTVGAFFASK
Bcl-2 Bim block = human Bim-Bcl-2 interaction inhibition. Bead-based flow cytometry, Bim peptide-Bcl-2 binding. inhibition, % at 10 µM. 190,000 compounds, 0.06% hits; in the data active = inhibition above about 40%; inconclusive = no clear call, values can overlap the other calls;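 also: 0% = no compound wells with probe peptide and 100% = reference peptide inhibitor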
Target sequence (P10415 whole entry, looked up): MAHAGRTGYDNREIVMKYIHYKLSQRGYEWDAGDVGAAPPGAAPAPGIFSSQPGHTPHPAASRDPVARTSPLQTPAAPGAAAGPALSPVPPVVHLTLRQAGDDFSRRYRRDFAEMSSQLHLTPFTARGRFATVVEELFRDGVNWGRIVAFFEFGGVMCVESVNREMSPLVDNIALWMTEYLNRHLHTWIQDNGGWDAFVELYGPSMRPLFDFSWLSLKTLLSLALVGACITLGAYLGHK
RGS8-Gao reg = human RGS8-Galphao interaction regulation | P09471 | multiplexed bead flow cytometry, RGS8-Galphao binding; actives lie on both sides | response (percent of control binding), % at 10 µM | AID 1423 | 220,000 compounds, 0.34% hits; in the data active = response below about 60% or above about 140%; inactive = in between;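 also: Galphao activated as the GDP aluminium fluoride complex binding bead-coupled RGS8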
RGS4-Gao reg = modulates binding of RGS4 to human Galphao | P09471 | Multiplexed bead flow cytometry; actives lie on both sides | binding response (% of control), % at 10 µM | 220,000 compounds, 0.33% hits; in the data active = binding response below about 49% or above about 150%; inactive = in between;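 also: fluorescent Galphao activated with aluminum fluoride binding bead-coupled RGS4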
Bim-Bfl-1 = inhibitors of Bim-Bfl-1 interaction, human; Bead-based flow cytometry, Bim-Bfl-1 binding inhibition; inhibition, % at 10 µM; 190,000 compounds, 0.12% hits; AID 1008;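 also: 0% = wells without compound plus tracer and 100% = blocker peptide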
GSH bead fluor = compound fluoresces at 488/530 nm on GSH beads; GSH beads flow cytometry, compound fluorescence 488/530 nm; hits give high values; fluorescence (KMESF) at 10 µM; 190,000 compounds, 0.25% hits; AID 1776; in the data active = fluorescence above about 89;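 also: glutathione beads carrying GST-tagged Bcl family fusion proteins plus one bare bead set; values are compound well signal with DMSO vehicle wells as background; inactives centre near 16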
Bcl-B Bim block = inhibitors of Bim-Bcl-B interaction, human; bead-based flow cytometry, Bim peptide-Bcl-B binding; 190,000 compounds, 0.073% hits; Q9HD36; inhibition, % at 10 µM;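 also: 0% = tracer peptide without compound and 100% = reference inhibitor peptide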
ABCB1 block = human ABCB1 inhibition, ABCG2 as counter-screen. P08183. CCRF-Adr cells, JC-1 efflux, flow cytometry. inhibition, % at 6.6 µM. 190,000 compounds, 0.067% hits; in the data active = inhibition above about 40%;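 also: 0% = vehicle and 100% = reference inhibitor; higher value means more JC-1 retained so stronger ABCB1 efflux block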
Active calls of the source: *; u = inconclusive. Rule as the data show it, unless noted: active = inhibition above about 40%.

SMILES | RGS7-Gao | Bcl-XL Bim block | ABCG2 inh | Bcl-W Bim block | Bcl-2 Bim block | RGS8-Gao reg | RGS4-Gao reg | Bim-Bfl-1 | GSH bead fluor | Bcl-B Bim block | ABCB1 block
COc1ccc(CCNC(=O)CC(NC(=O)c2ccccc2Cl)c2ccccc2)cc1 (configuration not stated) | 103 | -2 | 19 | -1 | 5 | 90 | 103 | 3 | 5 | -6 | 2.1
CCCCn1nc2cc(C(=O)NCCc3cccs3)ccc2c1OCC | 101 | -10 | 13 | 0 | -6 | 101 | 100 | -10 | 54 | -7 | 1.2
COc1ccc2c(c1)CCc1c(C(=O)N3CCc4ccccc4C3)noc1-2 | 100 | -13 | 19 | -6 | -2 | 102 | 103 | -5 | 33 | -3 | 1.7
CN(C(=O)COC(=O)c1cn(-c2ccccc2)nc1-c1ccccc1)C1CCS(=O)(=O)C1 (configuration not stated) | u | 5 | 2 | 1 | -1 | 102 | 102 | -6 | 14 | 4 | -0.1
CC(C)CN(C(=O)CCc1ccccc1)c1c(N)n(CC(C)C)c(=O)[nH]c1=O | 101 | -5 | 3 | -3 | -2 | 101 | 100 | 0 | 10 | -5 | 0.7
CC(NC(=S)Nc1ccc(Cl)cc1Cl)C(c1cccs1)N1CCCC1 (configuration not stated) | 103 | -1 | 3 | -4 | -2 | 103 | 102 | 0 | 23 | -13 | 1.8
N#CC(C#N)=C(Nc1ccc(F)cc1)SCc1cccc(Br)c1 | 98 | -5 | 11 | -4 | 1 | 96 | 98 | -1 | 9 | -5 | 2.5
O=C(O)c1cc([N+](=O)[O-])c(NCCC2=CCCCC2)c([N+](=O)[O-])c1 | 106 | -6 | 3 | -5 | -4 | 105 | 105 | -5 | 17 | -4 | 0.1
CC(C)CN(CCNC(=O)CN1C(=O)CSc2ccc(S(=O)(=O)N3CCOCC3)cc21)CC(C)C | 89 | 2 | 0 | 0 | -3 | 96 | 86 | -4 | 13 | 1 | -0.2
O=C(O)COc1c(-c2ccco2)oc2ccccc2c1=O | 95 | -1 | 3 | 0 | -4 | 102 | 103 | -3 | 14 | -4 | 2.3
Cc1cccc(/C(N)=N/OC(=O)CCC2CCCCC2)c1 | 99 | -4 | 0 | -3 | -3 | 102 | 100 | -2 | 15 | 0 | 0.1
CC(Sc1ccc(Cl)cc1)C(=O)NCC1CCCO1 (configuration not stated) | 99 | -8 | 11 | -2 | -13 | 100 | 99 | -18 | 24 | -4 | 0.4
COc1ccc(N2C(=O)CCC(C(=O)N3CCN(c4ccccn4)CC3)C2c2ccc(F)cc2)cc1 (configuration not stated) | 102 | -3 | 1 | -3 | -7 | 101 | 102 | -3 | 12 | -4 | 0.5
COc1ccc(NC(=O)CN(C)S(=O)(=O)c2ccccc2)cc1 | 98 | -4 | 0 | 0 | -4 | 98 | 100 | -8 | 15 | 0 | 0.1
OCc1cn(-c2ccccc2)nc1-c1ccco1 | 104 | 0 | 0 | -2 | 2 | 98 | 108 | 1 | 10 | 2 | 0.1
CC(C)(C)NC(=O)C(c1ccncc1)N(C(=O)Cn1nnc(-c2cccs2)n1)C1CCCCC1 (configuration not stated) | 99 | -7 | 1 | 4 | -3 | 97 | 97 | -10 | 35 | -5 | 0.7
CCC(Sc1nc2ccccc2s1)C(=O)Nc1cc(C)on1 (configuration not stated) | 105 | -4 | 3 | -4 | -1 | 102 | 104 | 0 | 32 | -4 | 1.8
Cc1ccc(/C=N/Nc2ncc(Cl)cc2Cl)s1 | 91 | -3 | 0 | -4 | -5 | 93 | 92 | -5 | 13 | -8 | 0.0
O=C1CN(C(=O)COC(=O)CCSc2ccccc2Cl)c2ccccc2N1 | 91 | 2 | 0 | 3 | -2 | 95 | 86 | -4 | 49 | -4 | 0.0
Cc1cccc(C(=O)Oc2coc(CSc3nnc(NC(=O)C4CC4)s3)cc2=O)c1 | 103 | -4 | 1 | -1 | -2 | 102 | 104 | -2 | 10 | -6 | -0.4

Continued; it opens with the three that closed the last part.
SMILES | RGS7-Gao | Bcl-XL Bim block | ABCG2 inh | Bcl-W Bim block | Bcl-2 Bim block | RGS8-Gao reg | RGS4-Gao reg | Bim-Bfl-1 | GSH bead fluor | Bcl-B Bim block | ABCB1 block
Cc1ccc(/C=N/Nc2ncc(Cl)cc2Cl)s1 | 91 | -3 | 0 | -4 | -5 | 93 | 92 | -5 | 13 | -8 | 0.0
O=C1CN(C(=O)COC(=O)CCSc2ccccc2Cl)c2ccccc2N1 | 91 | 2 | 0 | 3 | -2 | 95 | 86 | -4 | 49 | -4 | 0.0
Cc1cccc(C(=O)Oc2coc(CSc3nnc(NC(=O)C4CC4)s3)cc2=O)c1 | 103 | -4 | 1 | -1 | -2 | 102 | 104 | -2 | 10 | -6 | -0.4
COc1ccccc1/C=C/C(=O)OCc1nc2ccccc2c(=O)[nH]1 | 101 | -2 | 0 | -1 | 0 | 101 | 103 | 0 | 11 | -2 | 0.0
CC(C)CN1C(=O)c2ccc(C(=O)Nc3ccncc3)cc2C1=O | 97 | 1 | 5 | 1 | -1 | 94 | 95 | -3 | 10 | 1 | 0.6
Cc1cccc(-n2cnc(C(=O)Nc3cccnc3)c2)n1 | 102 | -4 | 46 | 0 | -12 | 101 | 99 | -16 | 24 | -7 | 0.6
CCOC(=O)C1(Cc2ccccc2C(F)(F)F)CCN(C(=O)c2cc(C)n(C)n2)CC1 | 102 | -3 | 1 | 0 | -6 | 102 | 101 | -6 | 8 | -2 | 0.4
COc1cccc(-c2cc(C(=O)Nc3nc4ccccc4s3)c3ccccc3n2)c1 | 107 | -1 | 2 | 2 | -2 | 98 | 98 | 1 | 17 | -10 | 0.6
O=C(Nc1ccccc1-c1nnc(SCc2ccccc2)o1)c1ccccc1 | 111 | 0 | 1 | -2 | -3 | 110 | 112 | -2 | 25 | 0 | 0.3
Cc1nc2c3cc(F)ccc3n(CCN3CCCCC3)c2s1 | 101 | -8 | 3 | -9 | 0 | 99 | 100 | -2 | 13 | -4 | 1.5
CNC(=O)COC(=O)c1cc2c(s1)CCCC2 | u | 0 | 12 | 0 | 0 | 97 | 97 | 4 | 13 | 4 | 2.2
CCN(Cc1ccccc1)S(=O)(=O)c1ccc2oc(C(=O)O)c(C)c2c1 | 98 | 0 | 1 | 0 | -1 | 99 | 100 | -1 | 15 | 0 | 0.1
O=c1oc2ccccc2cc1-c1csc(Cc2nc(-c3ccc(Cl)cc3)cs2)n1 | 99 | -7 | 9 | -6 | -10 | 102 | 98 | -9 | 11 | -11 | -0.3
Cc1ccc(CSc2ncnc3ccccc23)cc1 | 103 | 0 | 16 | -1 | 1 | 101 | 103 | 5 | 10 | 1 | 0.6
c1ccc(-c2nnc(-c3ccccn3)nc2NC2CCCCC2)cc1 | 98 | -2 | 2 | -3 | -2 | 98 | 97 | -11 | 4 | 17 | 0.5
CCS(=O)(=O)N1Cc2ccccc2CC1C(=O)Nc1nc2ccccc2[nH]1 (configuration not stated) | 101 | -4 | 4 | 0 | -6 | 104 | 101 | -9 | 39 | -7 | 0.9
COCc1cc(C)nc2sc3c(=O)n(Cc4ccco4)nnc3c12 | 96 | -2 | 5 | 0 | -3 | 97 | 95 | -5 | 26 | -5 | 1.3
CCN1CCN(c2ncc3c(n2)CC(c2ccc(OC)c(OC)c2)CC3=O)CC1 (configuration not stated) | 103 | -1 | 5 | 0 | -1 | 99 | 98 | -4 | 55 | 0 | 0.9
Cc1c(NC(=O)COC(=O)C23CC4CC(CC(O)(C4)C2)C3)c(=O)n(-c2ccccc2)n1C | 95 | -1 | -2 | -5 | -6 | 101 | 99 | -6 | 10 | -4 | -0.6
CCOC(=O)c1sc2nc(CN3CCN(c4cccc(C(F)(F)F)c4)CC3)[nH]c(=O)c2c1C | 103 | 9 | 9 | 7 | 1 | 94 | 103 | 14 | 17 | 11 | 0.6
COc1cc(-c2nnc3n(CCc4ccccc4)c(=O)c4ccccc4n23)cc(OC)c1OC | 93 | -7 | 14 | -3 | -2 | 94 | 96 | -8 | 9 | -8 | 12
O=C1C2CCCCN2C(=O)N1CCCCN1CCN(c2ccc([N+](=O)[O-])cc2)CC1 (configuration not stated) | 100 | -6 | -1 | -2 | -6 | 101 | 98 | -14 | 35 | -7 | 0.5
CCOC(=O)NC(Nc1nc2ccccc2s1)(C(=O)OCC)C(F)(F)F (configuration not stated) | 100 | -6 | 9 | -3 | -8 | 100 | 103 | -14 | 37 | -9 | 1.9
O=C(CCC1COc2ccccc2O1)Nc1ncccc1O (configuration not stated) | 99 | 1 | 6 | 0 | 1 | 99 | 100 | 2 | 18 | -2 | 1.0
Cc1nn(CC(=O)Nc2ccncc2)c(C)c1[N+](=O)[O-] | 91 | 2 | 1 | 2 | 8 | 104 | 97 | 9 | 8 | 11 | -0.1
Cc1ccnc(NC(=O)c2ccc3c(c2)C(=O)N(CC2CCCO2)C3=O)c1 (configuration not stated) | u | 0 | 22 | 1 | -2 | 100 | 98 | -5 | 15 | -4 | 1.5
Cc1cccc(OCC(=O)O/N=C(\N)Cc2ccc([N+](=O)[O-])cc2)c1 | 112 | -1 | 4 | 0 | 4 | 99 | 103 | -2 | 17 | -2 | 1.1
CCOC(=O)N1CC=C2C(C#N)=C(N)C(C#N)(C#N)[C@H](c3ccc(OCC)c(OCC)c3)[C@H]2C1 | 99 | -1 | 0 | -2 | -1 | 93 | 98 | -3 | 9 | -1 | 0.1
Cc1cccc(NC(=O)N2CCN(Cc3ccc4c(c3)OCO4)CC2)c1C | u | 0 | 7 | 0 | -2 | 98 | 96 | -3 | 19 | -3 | 0.9
Cc1cc(C(=O)Nc2cccnc2)cs1 | 101 | 1 | 1 | 0 | -10 | 101 | 98 | -13 | 35 | -7 | 0.2
Cn1c(SCC(=O)Nc2ccc3c(c2)OCO3)nnc1-c1cnccn1 | 100 | -13 | 3 | 0 | -3 | 98 | 101 | -9 | 34 | -6 | 0.5
O=C(O)Cc1cn(Cc2cccc(Cl)c2)c2ccccc12 | 98 | -2 | 3 | -1 | 0 | 99 | 97 | -3 | 7 | 0 | 0.3
Cc1cc(N(CCO)CCO)nc(-n2nc(C)cc2C)n1 | 97 | -7 | -3 | 2 | -7 | 99 | 99 | -17 | 27 | -6 | -1.9
COc1ccc2c(Cl)c(C(=O)NCCCn3ccnc3)sc2c1Cl | 99 | -1 | 0 | -2 | -3 | 100 | 98 | -2 | 19 | 0 | 0.4
CCOCC(=O)Nc1c(C(=O)OCC)oc2ccccc12 | 96 | -20 | -1 | -3 | -8 | 101 | 98 | -10 | 26 | -10 | -2.3
COc1cc(/C=C/C(=O)NC(C)C)ccc1OCc1ccccc1 | 94 | -12 | 9 | -4 | -15 | 99 | 98 | -4 | 12 | -12 | 0.6
O=[N+]([O-])c1cc(S(=O)(=O)N2CCCCCC2)ccc1Cl | 98 | 0 | 28 | 0 | 0 | 103 | 98 | -3 | 10 | -1 | 1.4
CC1CN(S(=O)(=O)c2ccc(C(=O)Nc3nnc(-c4ccc5c(c4)CCCC5)o3)cc2)CC(C)O1 (configuration not stated) | 98 | -5 | 0 | 2 | -9 | 91 | 80 | -10 | 28 | -6 | 0.1

Rows are unselected (roughly 1.1% active in at least one column).
